SKKanGAS inh: inhibitors of SKKanGAS S. pyogenes growth in kanamycin (SK-promoter or general growth effect); BacTiter-Glo, 6 h; inhibition, % at 7.5 µM; 300,000 compounds, 1.3% hits; AID 1662;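 active = mean replicate score, as percent of positive control median, at least 50; inconclusive = mean below 50 but one replicate at or above 50; inactive = mean and every replicate below 50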;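 note: strain carries kanamycin resistance gene driven by streptokinase promoter and grows in 40 µg/ml kanamycin; loss of luminescence reflects streptokinase promoter inhibition or plain growth inhibition; 0% = median of DMSO wells and 100% = positive control at its reference dose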
HSF1 inh: HSF1 inhibition; NIH3T3-HGL HSE-luciferase, MG132-induced, luminescence 8 h; stronger effect = lower value; activity change, negative = inhibition, % at 7.5 µM (by protocol); 300,000 compounds, 0.77% hits;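 active = more than half of replicate wells show activity change below -50%, luminescence cut by over half; inconclusive = some wells, but at most half, below -50%; inactive = no replicate well below -50%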;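 note: luciferase reports HSF-1 transcriptional activity via heat shock element; 0% = median of DMSO wells and -100% = zero luminescence signal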
AI-2 QS modul: Vibrio harveyi AI-2 quorum sensing modulation. Vibrio harveyi JMH597 AI-2 luminescence/OD600 ratio, 9 h; stronger effect = lower value; strain lacks LuxN and CqsS sensors; 0 = neutral-control median. activity change, % at 7.5 µM. 300,000 compounds, 0.4% hits; in the data active = activity change below about -75%, passing the limit was not always enough; inconclusive = no clear call, values can overlap the other calls;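 note: luminescence divided by OD600 gain over 9 h not by final OD600 alone; inactives centre near 13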
KLF5 inhibitor: inhibitors of KLF5 expression | DLD-1 KLF5 promoter-luciferase reporter, luminescence | inhibition, % at 5 µM | 290,000 compounds, 0.23% hits;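 active = inhibition above a per-plate limit of that plate's mean compound inhibition plus 3 SD, cut at about 60% in these data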;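 note: 0% = DMSO wells and 100% = LY294002 at 200 µM; higher means less KLF5 promoter-driven luciferase light; inactives centre near -14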
HSP90 refold inh: inhibitors of HSP90 luciferase refolding in rabbit reticulocyte lysate; luciferase refolding luminescence, 3 h; AID 1789; 290,000 compounds, 0.91% hits; inhibition, % at 5.6 µM;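 active = inhibition above the screen-wide mean plus 3 SD, computed separately per campaign, cut at about 16% in these data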;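 note: 0% = DMSO wells and 100% = 60 µM geldanamycin wells; inhibitors lower the luminescence because luciferase stays unfolded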
Platelet DG rel: modulates dense granule release in human platelets. human platelet-rich plasma, SFLLRN dense granule ATP release, luminescence. inhibition, %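 (compounds screened at 7.5 µM in platelet-rich plasma)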. 300,000 compounds, 0.22% hits. AID 1663;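 active = mean replicate score, as percent of positive control, at or above 50; inconclusive = mean below 50 but at least one replicate at or above 50; inactive = mean and every replicate below 50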
aSyn UTR inh: 5' untranslated region of α-synuclein, MLPCN primary screen. alpha-synuclein 5'UTR reporter, inhibitor activity. inhibition, % (tested at 7.5 µM). 300,000 compounds, 0.82% hits; in the data active = inhibition above about 60%; inconclusive = no clear call, values can overlap the other calls;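 note: H4 neuroglioblastoma cells stably carrying SNCA 5'UTR luciferase fusion; 0% = DMSO wells and 100% = positive control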
HSF1 activator: increases HSF-1 driven luciferase reporter signal; AID 504408; 300,000 compounds, 1.7% hits; activation, % at 9 µM; NIH3T3-HGL HSF-1 luciferase reporter, MG132, 8 h; 100% = twice DMSO control signal;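 active = mean replicate activation of at least 50% with a set share of replicates each reaching 50%; inconclusive = only one of those two conditions met; inactive = mean below 50% and too few replicates reaching it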;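 note: 0% = median of the neutral control wells and 100% = twice that signal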
HIF act: HIF pathway transcriptional activation | U2OS HRE-luciferase reporter, luminescence; normalized: DMSO 0%, desferrioxamine 100% | activation, % at 7.5 µM (by protocol) | 300,000 compounds, 0.32% hits;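 active = mean activation of at least 10% of the iron chelator positive control signal, with at least half of replicates also reaching 10%; inconclusive = mean and replicate majority disagree about reaching 10%; inactive = mean and most replicates under 10%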
IEC-6 cytotox: IEC-6 cytotoxicity, counter-screen for KLF5 inhibitors; luminescence viability; AID 1825; 290,000 compounds, 0.78% hits; inhibition, % at 5 µM; in the data active = inhibition above about 22%;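 note: 0% = plate median of test compound wells and 100% = cytotoxic reference compound wells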
* = called active by the depositor; ? = inconclusive; / = not tested or not shown.

SMILES	SKKanGAS inh	HSF1 inh	AI-2 QS modul	KLF5 inhibitor	HSP90 refold inh	Platelet DG rel	aSyn UTR inh	HSF1 activator	HIF act	IEC-6 cytotox
COc1cc(C(=O)Nc2ccc3c(c2)ncn3C(C)(C)C)cc(OC)c1OC	14	4	-23	-52	2	-11	-18	8	-23	3
C=CCn1c(-c2cc(OC)c(OC)c(OC)c2)n[nH]c1=S	-2	-3	1	4	2	2	15	3	-0.5	4
CC1(C(=O)Nc2ccc3c(c2)OCCO3)CC1(Cl)Cl (stereo unspecified)	-4	-8	15	-51	1	13	-15	0	0.3	2
CC(C)(C)n1nc2c(c1NC(=O)c1ccc(S(=O)(=O)N3CCCC3)cc1)CS(=O)C2 (stereo unspecified)	4	1	21	0	4	2	-2	-10	-0.1	-4
O=C(CCCN1C(=O)/C(=C/c2ccccc2Cl)SC1=S)NNC(=O)c1ccncc1	-11	-31	8	13	5	-1	25	-33	-2.0	-11
NC(=O)C1CCN(c2oc(-c3ccccc3)nc2S(=O)(=O)c2ccc(Br)cc2)CC1	6	-2	18	-4	-1	-9	3	-18	0.0	4
O=C(Nc1cc(S(=O)(=O)N2CCCCCC2)ccc1OCC(F)(F)F)C1CCC1	-2	-12	-11	-6	-2	-4	-10	-4	-0.3	1
CCOC(=O)C1CCN(S(=O)(=O)c2ccc3[nH]c(=O)ccc3c2)CC1	4	6	8	-18	-4	14	4	24	-0.1	3
COc1ccc(CCNC(=O)CSc2nc3sc(C(=O)O)c(C)c3c(=O)[nH]2)cc1OC	5	-3	16	-26	-2	1	6	16	-0.4	2
CC1(C)Cc2cccc(OCC(=O)NCCOc3ccccc3)c2O1	-14	11	3	-27	1	20	26	6	-0.4	6
C=CCn1c(CCC(O)CCCCC)n[nH]c1=S (stereo unspecified)	-5	-6	6	1	2	-8	-4	7	-0.2	0
COc1cccc(OC)c1C(=O)Nc1nnc(-c2cccs2)s1	7	-3	21	24	-2	-11	-31	0	-0.4	0
Cc1cccc(-c2ncc(CN3CCN(CCC(C)C)C(CCO)C3)cn2)c1 (stereo unspecified)	-9	-2	6	-22	-3	2	-29	1	0.4	5
O=C(CCCN1C(=O)/C(=C/c2cccs2)SC1=S)Nc1cc([N+](=O)[O-])ccc1O	-2	-1	10	17	-1	10	22	-12	-0.9	-3
CC(NC(=O)c1ccc(C(F)(F)F)cc1)C(c1ccccc1)N1CCOCC1 (stereo unspecified)	-26	4	4	-1	1	-1	3	3	0.3	0
Cc1ccc(C(=O)C(=O)c2ccc(C)c(N)c2)cc1N	10	5	10	-9	1	12	8	22	0.3	10
CC1(C)CC2c3cccc(C(=O)O)c3C(=O)N2c2c1ccc1ccccc21 (stereo unspecified)	9	-7	6	-28	3	-5	16	-6	0.1	9
COc1ccc(/C=C2/C(=O)ON=C2C)cc1Br	1	3	11	-27	3	9	-2	7	-13	-2
CCc1cc(C)cc(OCCOc2ccccc2/C=N/NC(C)=O)c1	-3	3	-1	-20	7	-1	16	6	-1.9	4
CCn1c(=O)c(C(=O)NNC(=O)c2cccc(Cl)c2)c(O)c2ccccc21	103*	0	5	0	-1	-1	4	11	0.1	4
COc1ccc(Br)cc1CN(C)CC(=O)Nc1cc([N+](=O)[O-])ccc1OC	-2	-33	-6	-45	-5	12	28	-39	-0.6	4
O=C(O)CCNc1cc(N2CCN(C(=O)c3ccco3)CC2)c2noc3c2c1C(=O)c1ccccc1-3	30	0	-22	4	2	-3	19	1	-1.1	-15
Cn1c(O)c(C2=c3ccccc3=NC2=O)[nH]c1=S	-24	-2	17	-14	-3	20	-34	27	-0.3	11
Brc1ccccc1OCCOc1cccc2cccnc12	19	15	9	-18	-2	2	-72	27	1.1	1
COc1cc(-c2nnc3sc(C4CCCCC4)nn23)cc(OC)c1OC	-10	1	14	-14	6	1	53	-2	-0.1	2

Given with values under each structure: 18 of the compounds above
Each structure is followed by: SKKanGAS inh | HSF1 inh | AI-2 QS modul | KLF5 inhibitor | HSP90 refold inh | Platelet DG rel | aSyn UTR inh | HSF1 activator | HIF act | IEC-6 cytotox
- CCOC(=O)C1CCN(S(=O)(=O)c2ccc3[nH]c(=O)ccc3c2)CC1
  4 | 6 | 8 | -18 | -4 | 14 | 4 | 24 | -0.1 | 3
- COc1ccc(CCNC(=O)CSc2nc3sc(C(=O)O)c(C)c3c(=O)[nH]2)cc1OC
  5 | -3 | 16 | -26 | -2 | 1 | 6 | 16 | -0.4 | 2
- CC1(C)Cc2cccc(OCC(=O)NCCOc3ccccc3)c2O1
  -14 | 11 | 3 | -27 | 1 | 20 | 26 | 6 | -0.4 | 6
- C=CCn1c(CCC(O)CCCCC)n[nH]c1=S (stereo unspecified)
  -5 | -6 | 6 | 1 | 2 | -8 | -4 | 7 | -0.2 | 0
- COc1cccc(OC)c1C(=O)Nc1nnc(-c2cccs2)s1
  7 | -3 | 21 | 24 | -2 | -11 | -31 | 0 | -0.4 | 0
- Cc1cccc(-c2ncc(CN3CCN(CCC(C)C)C(CCO)C3)cn2)c1 (stereo unspecified)
  -9 | -2 | 6 | -22 | -3 | 2 | -29 | 1 | 0.4 | 5
- O=C(CCCN1C(=O)/C(=C/c2cccs2)SC1=S)Nc1cc([N+](=O)[O-])ccc1O
  -2 | -1 | 10 | 17 | -1 | 10 | 22 | -12 | -0.9 | -3
- CC(NC(=O)c1ccc(C(F)(F)F)cc1)C(c1ccccc1)N1CCOCC1 (stereo unspecified)
  -26 | 4 | 4 | -1 | 1 | -1 | 3 | 3 | 0.3 | 0
- Cc1ccc(C(=O)C(=O)c2ccc(C)c(N)c2)cc1N
  10 | 5 | 10 | -9 | 1 | 12 | 8 | 22 | 0.3 | 10
- CC1(C)CC2c3cccc(C(=O)O)c3C(=O)N2c2c1ccc1ccccc21 (stereo unspecified)
  9 | -7 | 6 | -28 | 3 | -5 | 16 | -6 | 0.1 | 9
- COc1ccc(/C=C2/C(=O)ON=C2C)cc1Br
  1 | 3 | 11 | -27 | 3 | 9 | -2 | 7 | -13 | -2
- CCc1cc(C)cc(OCCOc2ccccc2/C=N/NC(C)=O)c1
  -3 | 3 | -1 | -20 | 7 | -1 | 16 | 6 | -1.9 | 4
- CCn1c(=O)c(C(=O)NNC(=O)c2cccc(Cl)c2)c(O)c2ccccc21
  103* | 0 | 5 | 0 | -1 | -1 | 4 | 11 | 0.1 | 4
- COc1ccc(Br)cc1CN(C)CC(=O)Nc1cc([N+](=O)[O-])ccc1OC
  -2 | -33 | -6 | -45 | -5 | 12 | 28 | -39 | -0.6 | 4
- O=C(O)CCNc1cc(N2CCN(C(=O)c3ccco3)CC2)c2noc3c2c1C(=O)c1ccccc1-3
  30 | 0 | -22 | 4 | 2 | -3 | 19 | 1 | -1.1 | -15
- Cn1c(O)c(C2=c3ccccc3=NC2=O)[nH]c1=S
  -24 | -2 | 17 | -14 | -3 | 20 | -34 | 27 | -0.3 | 11
- Brc1ccccc1OCCOc1cccc2cccnc12
  19 | 15 | 9 | -18 | -2 | 2 | -72 | 27 | 1.1 | 1
- COc1cc(-c2nnc3sc(C4CCCCC4)nn23)cc(OC)c1OC
  -10 | 1 | 14 | -14 | 6 | 1 | 53 | -2 | -0.1 | 2

Next section.
SMILES	SKKanGAS inh	HSF1 inh	AI-2 QS modul	KLF5 inhibitor	HSP90 refold inh	Platelet DG rel	aSyn UTR inh	HSF1 activator	HIF act	IEC-6 cytotox
CCCNC(=O)c1ccc2c(=O)c(O)c(-c3ccc(F)cc3)[nH]c2c1	2	3	17	/	/	10	81*	2	1.2	/
Clc1ncc(CSc2ccccc2)s1	2	-4	14	-19	-4	-13	-16	6	0.4	-1
Cc1cc(Cl)ccc1NC(=O)COC(=O)c1nc2nccc(C)n2n1	6	8	26	7	-2	-6	22	23	0.5	5
Cc1ccc(C(=O)Nc2ccccc2SCC2CSc3nc4ccccc4c(=O)n32)cc1 (stereo unspecified)	0	-3	14	41	3	-48	7	-9	0.1	70*
CCOC(=O)N1CCN(S(=O)(=O)c2cccc3ccc(C)nc23)CC1	-3	-1	26	10	4	-1	21	0	-0.2	11
CC1CCN(C(=O)COC(=O)Cc2ccc(Br)cc2)CC1	/	20	1	-21	-2	0	7	?	0.0	-5
Cc1ccc(S(=O)c2snnc2C)cc1 (stereo unspecified)	-3	-3	7	-30	4	-1	-66	-16	1.4	-3
COc1cc(CC(=O)OCC(=O)NCC(C)C)cc(OC)c1OC	3	1	24	-16	2	1	1	19	-1.1	1
O=C(CCNc1ccc(Cl)cc1)c1cccs1	4	32	-53	14	-9	-2	-89	26	4.4	2
Cn1c(=O)c2c(nc(CO)n2C)n(C)c1=O	7	-2	-6	-14	1	0	0	10	-0.4	-4
Cc1ccccc1NC(=O)C1C2C=CC(C3CC23)C1C(=O)O (stereo unspecified)	7	-4	13	-8	1	-3	-41	6	0.5	0
COc1c(C=O)cc2c3c1CCCN3CCC2	-2	-1	10	-15	-4	16	3	-11	1.2	-3
CN(C)Cc1cc(CN(C)C)c(O)c(CCc2ccccc2)n1	2	4	14	-18	6	0	7	15	-0.4	1
Cc1nnc(NC(=O)CSc2nc(N)c(NC(=O)c3cccs3)c(=O)[nH]2)s1	6	-4	6	-13	5	17	-23	-5	0.2	-3
COc1cccc(-c2nnc(N)o2)c1	4	-3	5	-24	-4	1	-26	13	-1.8	-4
CCCOc1ccc(/C=N/NC(=O)C2CC2)c(OCCC)c1	0	4	19	10	-3	2	-6	-8	-0.9	8
COC(=O)COc1ccc(C)cc1-n1nc2ccccc2n1	1	-1	-6	-5	3	12	13	11	-1.0	7
CSCCC(NC(=O)c1occc1C)C(=O)O (stereo unspecified)	4	-11	19	11	5	5	5	-1	0.3	0
Cc1ncc([N+](=O)[O-])n1CC(=O)Nc1ccc2c(c1)OCO2	8	1	26	-6	1	-3	-7	1	-0.3	3
O=C(CSc1ncnc2c1oc1ccccc12)Nc1cccc(C(F)(F)F)c1	2	-1	16	-28	1	-24	-2	8	0.2	0
Cc1nn2c(Nc3ccc(F)cc3)c3c(nc2c1-c1ccccc1)CCC3	4	-9	23	-8	1	17	17	3	-0.4	0
CC(=O)Nc1ccc(C(=O)CSc2cc(C)c3cccc(C)c3n2)cc1	5	1	11	-52	-2	-11	10	24	0.1	-5
Cc1noc(C)c1C(=O)NCc1ccccc1	-2	4	5	-32	-1	-2	-9	-14	-0.3	-1

Compound activity: PubChem BioAssay, several laboratories
